# High-throughput results deposited in PubChem by NMMLSC.
# VLA-4 inh = inhibition in human VLA-4 binding assay, primary screen, VLA-4 allosteric modulator project, MLPCN library, flow cytometry, VLA-4 expressing cells; inhibition, % (about 7 µM as worked out from the volumes in the protocol); 330,000 compounds, 0.2% hits; ligand binding flow cytometry; AID 2557, 2010; in the data active means inhibition above about 50%
# Target sequence (P13612 whole entry, looked up): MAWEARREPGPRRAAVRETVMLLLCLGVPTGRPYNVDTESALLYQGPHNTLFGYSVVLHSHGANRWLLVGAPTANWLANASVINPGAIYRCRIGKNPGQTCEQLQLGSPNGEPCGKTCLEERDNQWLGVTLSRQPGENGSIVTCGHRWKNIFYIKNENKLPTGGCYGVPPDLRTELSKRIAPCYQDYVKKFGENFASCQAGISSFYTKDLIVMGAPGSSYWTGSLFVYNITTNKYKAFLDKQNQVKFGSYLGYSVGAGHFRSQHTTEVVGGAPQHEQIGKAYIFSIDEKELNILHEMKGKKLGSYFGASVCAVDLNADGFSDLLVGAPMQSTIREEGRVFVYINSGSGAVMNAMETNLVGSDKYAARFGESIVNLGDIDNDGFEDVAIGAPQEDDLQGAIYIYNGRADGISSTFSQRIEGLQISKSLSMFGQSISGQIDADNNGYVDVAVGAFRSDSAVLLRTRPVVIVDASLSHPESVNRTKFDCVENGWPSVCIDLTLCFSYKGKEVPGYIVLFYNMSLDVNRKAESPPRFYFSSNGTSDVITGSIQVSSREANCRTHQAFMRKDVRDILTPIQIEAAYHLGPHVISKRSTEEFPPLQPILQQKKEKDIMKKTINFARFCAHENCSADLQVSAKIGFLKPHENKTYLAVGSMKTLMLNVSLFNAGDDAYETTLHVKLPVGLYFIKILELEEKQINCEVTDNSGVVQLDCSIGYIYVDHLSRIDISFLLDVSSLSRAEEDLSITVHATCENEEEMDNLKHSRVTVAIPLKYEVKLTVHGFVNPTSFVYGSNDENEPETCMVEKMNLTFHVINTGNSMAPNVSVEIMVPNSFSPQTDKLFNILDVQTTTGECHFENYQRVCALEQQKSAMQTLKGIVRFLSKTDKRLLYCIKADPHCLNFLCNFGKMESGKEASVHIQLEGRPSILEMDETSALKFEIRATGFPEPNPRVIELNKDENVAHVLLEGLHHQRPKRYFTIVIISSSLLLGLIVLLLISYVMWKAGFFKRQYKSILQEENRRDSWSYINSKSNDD
# RPL19A TOR yeast = RPL19A-GFP expression modulators in yeast, primary screen, cell-based, S. cerevisiae, multiplex flow cytometry, MLPCN. AID 2025, 2009. percent response vs DMSO, % at 10 µM. S. cerevisiae RPL19A-GFP strain, 3 h; active compounds read low. 330,000 compounds, 0.3% hits;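 active means percent response vs DMSO below 50%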;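 further: median channel GFP fluorescence of the barcoded RPL19A-GFP strain; ratio of sample median GFP to plate DMSO average so 100% = DMSO; lower means less RPL19A-GFP as with rapamycin TOR inhibition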
# CIT2-GFP yeast = modulators of CIT2-GFP expression in yeast, primary screen, S. cerevisiae, GFP fusion, multiplex flow cytometry, MLPCN library; S. cerevisiae CIT2-GFP strain, 3 h; 100 means same as DMSO wells; 320,000 compounds, 0.065% hits; GFP response vs DMSO, % at 10 µM;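 active means GFP response relative to DMSO above a set limit, near the screen mean plus 3 SD, cut at about 150% in these data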;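 further: ratio of well median GFP fluorescence to mean of DMSO wells on the plate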
# MEP2 TOR yeast = modulators of MEP2-GFP levels in yeast, primary screen, S. cerevisiae, multiplex flow cytometry, MLPCN library; GFP response vs DMSO, % at 10 µM; 330,000 compounds, 0.51% hits; S. cerevisiae MEP2-GFP strain, 3 h; 100% = DMSO control level; AID 2016, 2009;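 active means GFP response versus DMSO above a set limit, roughly screen mean plus 3 SD, cut at about 180% in these data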;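 further: median GFP fluorescence of the barcode-gated MEP2-GFP cells per well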
# GRK2 aptamer HTS = compounds blocking aptamer binding on GRK2 – biochemical, human GRK2, bead flow cytometry, HTS, primary screen; FAM-aptamer displacement from GRK2; Beta-adrenergic receptor kinase 1 (Homo sapiens), P25098; 330,000 compounds, 0.59% hits; inhibition of aptamer binding, % at 10 µM;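 active means inhibition of aptamer binding above 40%, roughly 3 SD of noise, on plates passing a quality check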;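 further: median bead fluorescence of bound FAM aptamer so fluorescent compounds give negative values; no value below 0 was filed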
# AGP1-GFP MLPCN = modulators of AGP1-GFP expression in yeast TOR pathway, primary screen, cell-based, multiplex flow cytometry, S. cerevisiae, MLPCN library; 3 h; GFP as percent of DMSO wells; GFP response vs DMSO, % at 10 µM; 320,000 compounds, 0.02% hits;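 active means GFP response relative to DMSO above a set limit, near screen average plus 3 SD, cut at about 150% in these data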;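 further: median GFP channel fluorescence of the gated AGP1 strain per well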
# LAP4 TOR yeast = modulators of LAP4-GFP expression in yeast, primary screen, S. cerevisiae, multiplex flow cytometry, MLPCN library | 3 h; median GFP as percent of DMSO wells | GFP response vs DMSO, % at 10 µM | 320,000 compounds, 0.34% hits | AID 2023, 2009;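 active means GFP response vs DMSO above a set limit, about the screen mean plus 3 SD, cut at about 150% in these data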
# Yeast superoxide = reduction of superoxide in aged yeast, primary screen, HTS | S. cerevisiae aged cells, superoxide DHE fluorescence; active compounds read low | superoxide response (% of plate mean), % at 10 µM | 330,000 compounds, 0.18% hits | AID 2690, 2010;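 active means superoxide response under a set limit, about three screen SD below normal, cut at about 65% in these data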;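 further: yeast aged for seven days with compound at 30 °C before DHE staining; 100% = average MFI of all compound-treated wells on the plate with controls excluded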
# * = called active by the depositor; · = not tested or not shown.
SMILES,VLA-4 inh,RPL19A TOR yeast,CIT2-GFP yeast,MEP2 TOR yeast,GRK2 aptamer HTS,AGP1-GFP MLPCN,LAP4 TOR yeast,Yeast superoxide
Cc1cc(/C=C\c2nc(O)c([N+](=O)[O-])c(=O)[nH]2)c(C)n1-c1ccccc1,-0.8,96.5,89.9,100.5,24.0,96.6,98.4,96.5
O=C(NN1C(=O)c2ccccc2NC1c1ccc([N+](=O)[O-])o1)c1ccc([N+](=O)[O-])cc1 (stereo not drawn),34.3,95.6,92.7,85.8,3.0,100.3,98.7,110.2
CCOc1ccc(NC(=NCc2ccc3c(c2)OCO3)SC2CC(=O)N(c3ccccc3)C2=O)cc1 (stereo not drawn),-2.3,98.5,96.0,102.8,0.0,102.7,105.2,103.4
CC(C)CCn1nnnc1CN1CCN(c2ccc(F)cc2)CC1,13.2,90.8,98.6,102.1,1.0,100.9,105.3,90.2
O=C(Cc1ccccc1)N1CCN(S(=O)(=O)c2cccc([N+](=O)[O-])c2)CC1,-3.3,103.2,92.3,105.3,0.0,97.5,99.4,108.3
CCOc1ccc2c(c1)C(=O)C(=O)N2CC1COc2ccccc2O1 (stereo not drawn),28.8,102.0,96.1,99.5,1.0,90.8,85.4,99.9
CCOC(=O)c1ccc(CS(=O)c2ccc(Cl)cc2)o1 (stereo not drawn),-0.8,·,99.2,103.5,2.0,105.5,96.7,94.5
O=C(NC1CCN(S(=O)(=O)c2ccccc2)CC1)c1cccc(F)c1,-3.2,104.2,99.9,100.7,5.0,102.3,90.0,95.5
CCc1c(C)c2cc(Cl)c(O)c(CN(C)C)c2oc1=O,3.7,50.6,101.5,193.3*,4.0,31.3,113.8,106.3
Cn1nnnc1SCC(=O)Nc1nc(-c2ccc(F)c(F)c2)cs1,-6.8,104.6,97.5,102.3,1.0,103.0,100.0,93.4
COc1ccc(Nc2nc(NC(C)(C)C)nc(N3CCCC3)n2)c(OC)c1,2.8,103.3,112.2,106.1,0.0,99.4,105.6,104.9
COc1ccc(NC(=O)CN(C)C(=O)c2ccccc2SCC(=O)N2CCCC2)cc1,-18.4,92.4,89.9,90.8,0.0,100.3,99.2,92.9
COc1ccc(NC(=O)Cn2nnc3sc4c(c3c2=O)CC(C)(C)OC4)cc1,-7.5,97.6,101.2,112.5,4.0,98.2,107.7,99.1
O=C(NCCc1ccccc1)c1cc(=O)[nH]c2ccccc12,6.4,99.2,99.9,100.2,0.0,104.7,104.2,92.2
COc1ccc(C2=CC(c3ccc(C)cc3)n3nnnc3N2)cc1 (stereo not drawn),-5.3,101.8,88.8,106.1,4.0,97.8,102.7,103.6
COCC(=O)Nc1ccc2c(c1)OCC(=O)N2Cc1ccccc1F,-1.6,89.0,91.2,83.6,0.0,90.8,87.1,106.4
COc1ncnc2c1NC(=O)CS2,4.0,96.3,88.2,93.1,3.0,87.9,89.4,115.2
C=CCOc1cccc(C2C(C(=O)c3ccco3)=C(O)C(=O)N2Cc2cccnc2)c1 (stereo not drawn),-3.7,107.4,107.3,110.6,3.0,107.0,98.1,94.1
Cc1noc(C)c1NC(=O)N(C)C[C@H]1Oc2c(NS(=O)(=O)c3cn(C)cn3)cccc2C(=O)N([C@H](C)CO)C[C@@H]1C,22.1,94.9,92.3,95.9,1.0,92.5,96.0,93.7
COc1cc(OC)cc(OC(=O)C2CCN(C(=O)c3ccc(F)cc3)CC2)c1,16.4,93.7,99.4,102.6,0.0,103.5,108.7,89.6
COc1ccccc1C(=O)N(C1=NC(C)CS1)c1ccc(Cl)cc1 (stereo not drawn),-10.7,100.4,90.3,92.5,12.0,90.4,95.7,93.1
C=CCOc1ccc2ccccc2c1CNn1c(C)n[nH]c1=S,-6.7,95.2,94.6,98.4,78.0*,92.1,86.9,106.0
Cn1c(=NC(=O)CSCC(=O)N2CCCCC2)sc2ccccc21,0.0,102.5,101.2,98.9,0.0,106.4,105.4,90.6
COc1ccc(S(=O)(=O)Nc2ccc(S(=O)(=O)N3CCCCC3)cc2)cc1OC,-0.2,105.1,102.5,102.8,2.0,104.2,114.1,86.7
Cc1cc(C(=O)OCC(=O)c2ccc(Br)s2)c(C)o1,5.1,99.3,85.4,94.1,2.0,97.6,97.2,99.8

# Complete entries, quoted from the list:
# Cn1c(=NC(=O)CSCC(=O)N2CCCCC2)sc2ccccc21 across the screens: VLA-4 inh = 0.0; RPL19A TOR yeast = 102.5; CIT2-GFP yeast = 101.2; MEP2 TOR yeast = 98.9; GRK2 aptamer HTS = 0.0; AGP1-GFP MLPCN = 106.4; LAP4 TOR yeast = 105.4; Yeast superoxide = 90.6
# C=CCOc1cccc(C2C(C(=O)c3ccco3)=C(O)C(=O)N2Cc2cccnc2)c1 (stereo not drawn) across the screens: VLA-4 inh = -3.7; RPL19A TOR yeast = 107.4; CIT2-GFP yeast = 107.3; MEP2 TOR yeast = 110.6; GRK2 aptamer HTS = 3.0; AGP1-GFP MLPCN = 107.0; LAP4 TOR yeast = 98.1; Yeast superoxide = 94.1

# Next section
SMILES,VLA-4 inh,RPL19A TOR yeast,CIT2-GFP yeast,MEP2 TOR yeast,GRK2 aptamer HTS,AGP1-GFP MLPCN,LAP4 TOR yeast,Yeast superoxide
COc1ccc(/C=N\NC(=O)c2cc3c(ccc4ccccc43)o2)cc1O,-3.0,110.0,94.7,100.0,0.0,92.4,70.8,97.6
CCOc1ccccc1N1CCN(Cc2cccc(OC)c2OC)CC1,7.8,96.7,97.4,96.8,0.0,100.9,89.8,92.6
COc1cc(CNCc2ccccn2)ccc1OCc1ccc(Cl)cc1Cl,2.6,94.7,93.2,99.9,0.0,95.5,102.3,102.3
CC(C)(C)OC(=O)N1CCC(c2c(C(=O)N3CCN(C4CCCCC4)CC3)cnn2-c2ccc(F)cc2)CC1,5.3,96.3,100.4,108.2,0.0,105.7,99.8,95.2
COc1ccc(-c2nnc(SCC(=O)Nc3cccnc3Cl)n2C)cc1,-6.7,94.0,94.3,103.6,1.0,99.9,99.6,103.8
COc1ccc(N)c2c1OCCC2=O,9.9,96.8,95.1,100.0,3.0,96.9,99.4,101.8
CCOC(=O)N1CCN(S(=O)(=O)c2ccc(F)c(C(=O)Nc3cc(C)cc(C)c3)c2)CC1,-1.6,102.8,106.5,104.0,1.0,104.5,105.3,97.8
CCCn1c(SCC(=O)c2cc(C)ccc2C)n[nH]c1=O,3.5,87.6,85.1,89.0,6.0,·,89.5,102.9
CCOC(=O)CC(=O)CSc1ncnc2c1cnn2-c1ccccc1,-1.8,90.2,90.2,94.1,0.0,87.2,99.0,88.4
Cc1ccc(CNC(=O)CSc2n[nH]c(N)n2)cc1,-3.7,95.9,96.8,98.0,1.0,99.2,95.8,92.2
O=C(Cn1ccc([N+](=O)[O-])n1)Nc1nccs1,11.8,101.0,98.9,98.4,0.0,101.3,92.1,101.5
CCOc1cc(NC(=S)Nc2cccc(OC)c2)c(OCC)cc1NC(=O)C1CC1,13.2,100.7,98.2,102.6,3.0,102.5,106.1,98.1
Cc1cc(C(=O)OCC(=O)NC2(C#N)CCCCC2)c(C)o1,10.2,99.8,99.4,101.3,13.0,102.7,103.1,83.9
COc1ccc(C(=O)Nc2nc3ccc(OC)cc3s2)cc1,-0.4,100.9,97.7,105.5,0.0,101.2,99.9,97.1
O=C(Cc1cn(Cc2cccc(Cl)c2)c2ccccc12)N1CCCCCC1,1.6,104.1,90.4,99.4,1.0,98.2,94.1,97.6
C(=C\c1ccco1)/c1nc2ccccc2[nH]1,-9.2,111.8,100.5,107.7,1.0,104.2,85.6,102.3
Cc1csc(N2CCCC2=O)n1,22.5,93.4,99.5,98.6,3.0,97.4,101.6,91.6
Oc1ccc(C=Nc2ccccc2-c2nc3ccccc3[nH]2)cc1,-14.2,103.8,102.2,106.1,1.0,99.7,96.3,102.1
Cc1ccc(N2Cc3ccccc3C2=O)cc1,9.4,93.8,86.2,93.4,2.0,84.8,81.0,97.4
C=CCn1c(=S)[nH]c2cc(C(=O)NCCc3ccc(S(N)(=O)=O)cc3)ccc2c1=O,-9.6,97.4,101.8,98.5,0.0,99.8,97.7,94.8
CN(C)S(=O)(=O)c1ccc(C(=O)Nc2ccccc2SCCC#N)cc1,9.8,101.4,103.1,101.8,1.0,101.2,99.6,103.5
COc1ccccc1-c1coc2cc(OCC(=O)OCc3ccccc3)ccc2c1=O,-0.3,93.5,90.1,95.4,0.0,84.8,81.4,106.8
COc1ccccc1NC(=O)c1cc2ccccc2o/c1=N\O,0.7,92.4,94.4,104.8,1.0,91.4,118.5,96.5
CCOC(=O)c1c(C)[nH]c(C)c1S(=O)(=O)N(C)CC(=O)Nc1ccccc1F,2.4,101.1,100.8,105.5,0.0,104.8,98.6,103.9
Cc1occc1-c1nnc(SCC(=O)NCc2ccco2)n1CC(C)C,27.3,100.6,101.0,105.2,5.0,104.6,100.1,103.7
# (cont.)
SMILES,VLA-4 inh,RPL19A TOR yeast,CIT2-GFP yeast,MEP2 TOR yeast,GRK2 aptamer HTS,AGP1-GFP MLPCN,LAP4 TOR yeast,Yeast superoxide
CCCCn1c(SCC(=O)NNC(=O)c2ccco2)nnc1-c1ccco1,0.8,98.1,94.2,98.5,1.0,101.8,106.4,106.3
CC1(C)CC(=O)c2cc(C(=O)Nn3cnnc3)c(=O)n(-c3ccccc3)c2C1,4.8,104.1,94.9,103.5,3.0,96.6,98.7,103.9
Cc1oc(S(=O)(=O)N2CCOCC2)cc1C(=O)Nc1ccc(Cl)cc1,2.1,96.3,99.2,96.0,0.0,102.3,103.6,91.7
CCCOc1ccc(-c2c(C(=O)N/N=C(\C)c3cccs3)nnn2-c2nonc2N)cc1,-1.7,101.2,100.6,96.2,0.0,102.8,91.8,112.0
Cc1ccc(NC(=O)COC(=O)CN2C(=O)NC3(CCCC3)C2=O)cc1S(=O)(=O)N(C)C,17.8,104.3,108.8,104.1,1.0,111.4,106.0,84.2
CCOc1c(Br)cc(CNC2CCCCCCC2)cc1OC,6.5,98.2,89.6,102.5,3.0,97.6,101.6,99.6
COc1ccc(S(=O)(=O)N2CCC(C(=O)N[C@@H](C)C(=O)NCc3ccncc3)CC2)cc1,1.1,102.5,98.7,97.5,2.0,103.5,91.5,93.5
CCOc1ccc(C(=O)CCC(=O)N2CCN(c3ccccc3O)CC2)cc1,-29.0,96.3,103.3,102.3,2.0,96.6,98.9,100.9
C[C@H](CO)N1C[C@H](C)[C@@H](CN(C)C(=O)Nc2ccccc2)Oc2c(NC(=O)c3ccncc3)cccc2C1=O,-3.4,91.6,92.9,92.2,0.0,93.0,92.5,102.1
CCOC(=O)c1ccc(CNC(=O)Cn2nnc(-c3ccccc3)n2)o1,38.8,100.8,101.1,98.3,0.0,97.3,93.3,108.0
O=C1CCc2cc(S(=O)(=O)N3CCN(C(=O)c4ccco4)CC3)ccc2N1,9.9,96.7,94.2,94.6,0.0,97.5,100.5,117.0
O=C(c1cccc([N+](=O)[O-])c1)N1CCCC(C(=O)N2CCN(c3ccccc3)CC2)C1 (stereo not drawn),-3.6,102.4,108.8,106.0,2.0,106.2,108.8,104.4
COc1ccccc1-c1c(C(F)(F)F)oc2cc(OCC(=O)Nc3cc(C)ccc3C)ccc2c1=O,-3.1,104.5,102.0,100.3,1.0,105.3,97.8,96.5
O=C(Cn1ccc([N+](=O)[O-])n1)N1CCc2ccccc21,1.6,94.3,89.7,102.3,3.0,98.9,100.6,112.6
CC(NC(=O)c1cccnc1)C(c1cccs1)N1CCN(c2ccccc2F)CC1 (stereo not drawn),-6.7,98.6,93.6,96.6,1.0,103.6,110.2,100.7
CCCN(CCC)S(=O)(=O)c1ccc(C(=O)NCc2ccc3c(c2)OCO3)cc1,6.2,100.2,100.6,98.7,0.0,106.9,103.0,95.8
